Screens as filed in PubChem.
PHOSPHO1 inh – PubChem AID 1565; recombinant PHOSPHO1, absorbance phosphatase assay; inhibition, % at 13.3 µM; Phosphoethanolamine/phosphocholine phosphatase (Homo sapiens), Q8TCT1; actives 1.1% (n = 290,000); in the data active = inhibition above about 60%
UBC9 SUMO inh – inhibitors of in vitro SUMOylation cascade, primary screen, biochemical, HTRF, uHTS; SUMO-conjugating enzyme UBC9 (Homo sapiens), P63279; HTRF SUMOylation assay, SAE1/SAE2 + UBC9; inhibition, % at 35 µM; actives 0.36% (n = 290,000); AID 2006, 2009; in the data active = inhibition above about 50%, passing the limit was not always enough; also: strong numbers were not always called active
IMP-1 inh – IMP-1 metallo-beta-lactamase inhibitors, primary screen, biochemical, epi-absorbance readout, Pseudomonas aeruginosa enzyme. metallo-beta-lactamase IMP-1 (Pseudomonas aeruginosa). purified IMP-1, nitrocefin hydrolysis, epi-absorbance fluorescence. inhibition, % at 5.6 µM. actives 0.45% (n = 290,000);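 active = inhibition above the mean plus 3 SD of all compounds in the same screening run, cut at about 4.5% in these data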;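 also: 0% = IMP-1 with DMSO and 100% = DMSO wells lacking enzyme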
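assay system = purified recombinant IMP-1 metallo-beta-lactamase enzyme | schedule = 15 min preincubation plus 25 min reaction at 25 °C | signal = Epi-absorbance fluorescence, 480 nm excitation, 530 nm emission | read-out basis = percent inhibition from optical density relative to buffer-blank wells | controls = IMP-1 with DMSO as 0%, enzyme-free DMSO as 100%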
DNA FID counter – compounds displacing fluorescent DNA intercalator, primary screen, artefact control for HCV NS3 helicase inhibitor project, biochemical, FID fluorescence; DNA fluorescent intercalator displacement; inhibition, % at 7.9 µM; actives 0.17% (n = 290,000); AID 1845, 2009; in the data active = inhibition above about 37%;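 also: 0% = vehicle and 100% = reference compound; higher means more ethidium bromide displaced from hairpin DNA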
MEKK3 PB1 HTS – modulators of MEKK3-MEK5 PB1 binding, primary screen, biochemical, wildtype MEKK3, multiplex bead flow cytometry, Alexa488-MEK5; Mitogen-activated protein kinase kinase kinase 3 (Homo sapiens), Q99759; binding response (% of control), % at 10 µM; actives 1.4% (n = 290,000); bead-based flow cytometry, Alexa488-MEK5 binding to MEKK3; actives lie on both sides; 0 = blocked by unlabeled MEK5, 100 = vehicle; AID 1529, 2009;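 active = binding response more than 3 SD above or below the average of its plate-row segment, actives on both sides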;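 also: Alexa488 bead fluorescence after subtracting the streptavidin-only scavenger bead signal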
IDE act – human IDE activators in live cells, primary screen, fluorescence polarization, HEK cells, FAbeta-B substrate; Insulin-degrading enzyme (Homo sapiens), P14735; FAbeta-B cleavage; 0% vehicle, 100% cell-free pure enzyme wells; activation, % at 5.96 µM; actives 0.073% (n = 340,000); AID 493087, 2011;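 active = activation above the mean of all tested compounds plus 3 SD, set per screening campaign, cut at about 17% in these data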
VIM-2 inhibitor – VIM-2 metallo-beta-lactamase inhibitors, primary screen, biochemical, epi-absorbance readout, Pseudomonas aeruginosa enzyme | actives 0.89% (n = 290,000) | inhibition, % at 5.6 µM | purified VIM-2, nitrocefin hydrolysis, epi-absorbance fluorescence;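 active = inhibition above the mean of all tested compounds plus 3 SD, cutoff set per screening run, cut at about 7.5% in these data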;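 also: red hydrolysis product quenches plate fluorescence so inhibitors raise well fluorescence; 0% = enzyme with DMSO and 100% = DMSO without enzyme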
HCV NS3 hel inh – inhibitors of HCV NS3 helicase, primary screen, biochemical, Cy5 molecular beacon fluorescence | Hepatitis C virus NS3 helicase | NS3 helicase DNA unwinding | inhibition, % at 10.9 µM | actives 0.56% (n = 290,000) | AID 1800, 2009;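 active = inhibition above the mean of all tested compounds plus 3 SD, set per campaign, cut at about 35% in these data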;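 also: 0% = DMSO wells and 100% = thioflavine S control wells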
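System: Hepatitis C virus NS3 helicase domain fragment enzyme | Reagent: Annealed dual-labelled DNA beacon duplex, ATP-started | Compound dosing: 10.9 µM single point, 0.8% DMSO | Incubation: 1 h reaction at 25 °C, ATP-initiated | Technique: Cy5 fluorescence | Evaluation: Percent inhibition from t60/t0 fluorescence ratio | Benchmarks: Low DMSO, high thioflavine S at 110 µM | Replication: Singlicate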
pCIP destab – p/CIP-EGFP fusion destabilizers, primary screen, fluorescence, F442A cells; Q05BA5; 16 h; decrease of EGFP signal, % at 10 µM; actives 0.01% (n = 290,000); AID 1984, 2009;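 active = EGFP signal decrease of at least 30% at 10 µM or well 3 SD below plate mean, unless failing retest; inactive = the rest, including hits failing retest or dose response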; also: some compounds called inactive have numbers as strong as hits; many of its hits are not listed in these tables
Target sequence (Q05BA5 1-1403): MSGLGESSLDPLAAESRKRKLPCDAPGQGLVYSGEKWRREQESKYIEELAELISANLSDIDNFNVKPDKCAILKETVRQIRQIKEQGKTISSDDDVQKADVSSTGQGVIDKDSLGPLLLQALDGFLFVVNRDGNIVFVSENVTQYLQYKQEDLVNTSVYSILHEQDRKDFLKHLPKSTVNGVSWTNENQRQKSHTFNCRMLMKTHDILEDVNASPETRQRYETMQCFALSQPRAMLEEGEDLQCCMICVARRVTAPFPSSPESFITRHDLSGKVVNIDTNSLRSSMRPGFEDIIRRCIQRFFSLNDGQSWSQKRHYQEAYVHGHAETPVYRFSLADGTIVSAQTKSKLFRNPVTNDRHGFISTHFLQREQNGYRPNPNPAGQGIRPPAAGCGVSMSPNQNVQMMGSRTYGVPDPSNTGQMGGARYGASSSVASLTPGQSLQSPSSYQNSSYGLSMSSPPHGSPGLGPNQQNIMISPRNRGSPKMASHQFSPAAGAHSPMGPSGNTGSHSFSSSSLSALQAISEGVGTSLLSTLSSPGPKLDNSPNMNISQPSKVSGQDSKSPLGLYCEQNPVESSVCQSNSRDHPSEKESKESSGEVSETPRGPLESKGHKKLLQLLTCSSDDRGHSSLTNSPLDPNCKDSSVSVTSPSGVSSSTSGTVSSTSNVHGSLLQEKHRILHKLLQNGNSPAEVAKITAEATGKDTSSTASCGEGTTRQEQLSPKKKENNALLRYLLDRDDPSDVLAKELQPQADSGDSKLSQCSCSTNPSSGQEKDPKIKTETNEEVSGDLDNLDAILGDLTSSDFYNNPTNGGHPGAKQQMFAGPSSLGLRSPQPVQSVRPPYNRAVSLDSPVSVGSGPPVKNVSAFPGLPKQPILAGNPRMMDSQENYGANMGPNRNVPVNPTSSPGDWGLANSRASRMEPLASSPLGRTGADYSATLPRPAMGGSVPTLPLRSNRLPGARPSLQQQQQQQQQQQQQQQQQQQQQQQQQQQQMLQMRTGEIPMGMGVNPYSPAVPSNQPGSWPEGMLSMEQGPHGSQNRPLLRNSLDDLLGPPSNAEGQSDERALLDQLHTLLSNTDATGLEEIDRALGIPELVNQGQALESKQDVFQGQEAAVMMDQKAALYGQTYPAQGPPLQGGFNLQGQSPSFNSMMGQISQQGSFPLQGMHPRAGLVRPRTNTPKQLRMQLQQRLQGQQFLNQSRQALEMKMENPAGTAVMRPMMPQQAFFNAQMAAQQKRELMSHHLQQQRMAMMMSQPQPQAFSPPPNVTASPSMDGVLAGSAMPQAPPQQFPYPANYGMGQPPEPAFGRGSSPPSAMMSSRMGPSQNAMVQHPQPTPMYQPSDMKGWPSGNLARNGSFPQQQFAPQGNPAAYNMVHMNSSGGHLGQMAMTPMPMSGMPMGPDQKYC
* marks the source's active call; other numbers are inactive results; . = not tested or not shown; [ ] = dose if it differs, or a comment. Not all compounds are listed (hit frequency here may not be typical).

No.	Structure	PHOSPHO1 inh	UBC9 SUMO inh	IMP-1 inh	DNA FID counter	MEKK3 PB1 HTS
1	O=C(Cn1c2ccccc2c(=O)c2cc([N+](=O)[O-])ccc21)Nc1ccccc1Cl	-23	51*	-2.8	0	125
2	O=C(Nc1ccno1)Nc1ccc(Cl)cc1Cl	36	32	-3.2	1	101
3	O=C(CSc1nnc(CNc2ccc(F)cc2)n1Cc1ccccc1)NCc1ccccc1	6	6	-3.3	-22	99
4	CC(C)(C)C(=O)Nc1ccc(-c2csnn2)cc1	25	-5	-1.4	-2	93
5	Cc1ccccc1-c1nc(CN2CCC(C(=O)NC3CCCCC3)CC2)c(C)o1	29	17	-2.0	7	104
6	CC(C)[C@H](CN(N=O)[C@@H](Cc1ccccc1)CN(C)N=O)N(CCc1ccccc1)N=O	35	4	-1.5	-12	99
7	N#C/C(=C\c1ccc(OCCN2CCOCC2)cc1)C(=O)Nc1ccccc1	41	6	-1.4	-12	102
8	CCCS(=O)(=O)Nc1ccc(-c2ccc3nnc(C)n3n2)cc1	5	22	-1.9	-4	102
9	Cc1cc(OCCn2cnc3ccccc3c2=O)cc(C(C)C)c1	-38	1	-0.8	-12	93
10	CC(NS(=O)(=O)c1ccc(Br)cc1)C(=O)NCc1ccc2c(c1)OCO2 (stereo not given)	25	1	-2.4	-6	105
11	COC(=O)c1sc2nc(CSc3ccc(Br)cc3)[nH]c(=O)c2c1C	2	12	-1.8	5	97
12	COC(=O)CCN(c1ccccc1)S(=O)(=O)c1cc(-c2cc(C)no2)ccc1OC	45	-10	-1.2	-34	100
13	Cc1c(OCC(=O)OC(C)(C)C)ccc2c3c(c(=O)oc12)CCC3	-31	6	-5.2	-10	104
14	CC(=O)c1cccc(NC(=O)CSc2ccc(-c3ccc4c(c3)OCO4)nn2)c1	9	-5	-1.7	-4	108
15	Cc1nnsc1NC(=O)OCCCl	7	8	-1.9	6	106

No.	IDE act	VIM-2 inhibitor	HCV NS3 hel inh	pCIP destab
1	5	-0.4	10	-1
2	-6	-3.3	1	-12
3	1	-3.2	2	-22
4	1	-1.2	2	18
5	4	-1.1	0	-8
6	4	-2.3	-2	-12
7	1	0.7	-18	-6
8	.	-0.7	4	-1
9	4	0.6	6	-8
10	0	-2.1	11	-17
11	-1	-0.1	12	-5
12	4	1.5	6	4
13	-5	0.0	4	-10
14	-2	-0.7	-17	-7
15	-2	-0.6	6	0

Next structures:
No.	Structure	PHOSPHO1 inh	UBC9 SUMO inh	IMP-1 inh	DNA FID counter	MEKK3 PB1 HTS
16	CCC1=C(OC(=O)N(CC)CC)N2C(=O)OC(=NCCc3c[nH]c4ccccc34)[C@]2(C)[C@H]2C1=CC[C@H]1C(=O)N(CC(=O)OC)C(=O)[C@H]12	40	12	.	.	93
17	Cc1ccc(/C=C2\OC(=O)c3ccccc32)cc1	30	23	-2.5	-1	97
18	COc1cccc(CNC(=O)Cn2cc([N+](=O)[O-])cn2)c1	34	5	-1.5	-1	106
19	CCN(CC)CCN(C(=O)c1ccc2ncsc2c1)c1nc2cc3c(cc2s1)OCO3	28	4	-0.3	13	101
20	CCCC(=O)OCCNc1cc(Sc2nccn2C)c2nonc2c1[N+](=O)[O-]	-2	36	-2.0	4	102
21	COc1ccccc1N1CCN(C(=O)C2CCCO2)CC1 (stereo not given)	39	0	-4.1	1	101
22	C/C(=N\NC(=O)c1c[nH]c2ccccc12)c1ccc(C)o1	5	-4	-2.2	0	103
23	COc1cc2c(cc1OC)CN(C(=O)c1ccc(S(=O)(=O)N3CCCCCC3)cc1)CC2	11	12	-2.5	-35	132*
24	O=C(CCCNS(=O)(=O)c1ccccc1)NCc1ccco1	38	13	-0.5	-5	97
25	CC(=O)NC(Cc1cccc(F)c1)C(=O)NC1CCN(c2ncccc2[N+](=O)[O-])CC1 (stereo not given)	14	-3	-4.0	-12	103
26	CCOC(=O)[C@@H]1[C@H]2COc3ccccc3[C@H]2N2C(=O)N(c3ccc(C)cc3)C(=O)[C@]12C	10	-7	1.0	-34	104
27	COc1ccccc1-c1c(NC(=O)c2ccco2)n(C)c2ccccc2c1=O	17	2	-0.5	-4	97
28	COc1ccc(N2C(=O)CC(NCc3ccc(F)cc3)C2=O)cc1 (stereo not given)	14	14	-1.6	-5	110
29	Cc1ccc(S(=O)(=O)C(C#N)c2nc3ccccc3nc2N2CCN(C)CC2)cc1C (stereo not given)	19	4	-2.5	0	78
30	CCCOc1cccc(C2C(C(=O)c3ccc(C)o3)=C(O)C(=O)N2CCN2CCOCC2)c1 (stereo not given)	24	-4	-2.1	-67	102

No.	IDE act	VIM-2 inhibitor	HCV NS3 hel inh	pCIP destab
16	0	.	.	2
17	-6	-1.6	-2	0
18	5	-1.9	3	4
19	2	-1.4	-11	-16
20	-11	-1.2	-9	-18
21	-5	-4.6	4	12
22	-1	-5.1	4	1
23	-3	-4.2	-1	-10
24	5	0.4	-9	4
25	4	-2.6	-7	-11
26	7	1.6	-12	-10
27	.	-2.9	-8	-3
28	5	-1.8	-12	-3
29	5	-2.3	4	-1
30	0	-3.8	4	-8

Grouped by structure, the entries above with two or more sulfur atoms
No.	Structure	PHOSPHO1 inh	UBC9 SUMO inh	IMP-1 inh	DNA FID counter	MEKK3 PB1 HTS
11	COC(=O)c1sc2nc(CSc3ccc(Br)cc3)[nH]c(=O)c2c1C	2	12	-1.8	5	97
19	CCN(CC)CCN(C(=O)c1ccc2ncsc2c1)c1nc2cc3c(cc2s1)OCO3	28	4	-0.3	13	101

No.	IDE act	VIM-2 inhibitor	HCV NS3 hel inh	pCIP destab
11	-1	-0.1	12	-5
19	2	-1.4	-11	-16

Marked active in UBC9 SUMO inh, of those listed so far:
| entry | canonical_smiles | PHOSPHO1 inh | UBC9 SUMO inh | IMP-1 inh | MEKK3 PB1 HTS | IDE act | VIM-2 inhibitor | HCV NS3 hel inh | pCIP destab |
| --- | --- | --- | --- | --- | --- | --- | --- | --- | --- |
| 1 | O=C(Cn1c2ccccc2c(=O)c2cc([N+](=O)[O-])ccc21)Nc1ccccc1Cl | -23 | 51* | -2.8 | 125 | 5 | -0.4 | 10 | -1 |

The listing picks up; the 2 compounds before the break are reprinted first.
No.	Structure	PHOSPHO1 inh	UBC9 SUMO inh	IMP-1 inh	DNA FID counter	MEKK3 PB1 HTS
29	Cc1ccc(S(=O)(=O)C(C#N)c2nc3ccccc3nc2N2CCN(C)CC2)cc1C (stereo not given)	19	4	-2.5	0	78
30	CCCOc1cccc(C2C(C(=O)c3ccc(C)o3)=C(O)C(=O)N2CCN2CCOCC2)c1 (stereo not given)	24	-4	-2.1	-67	102
31	Oc1ccc[n+](CCCCC[n+]2cccc(O)c2)c1	-21	15	-1.6	5	100
32	O=C(NCc1ccccc1F)Nc1ccc([N+](=O)[O-])cc1	-25	37	-3.7	9	100
33	O=C(Oc1ccc2ccccc2c1)c1ccccc1	11	-11	-3.9	3	98
34	Nc1ccccc1OCCOc1ccccc1N	31	19	-3.2	-3	102
35	CCOC(=O)c1cnn2c1[nH]c(=O)c1ccccc12	15	25	1.5	2	99
36	c1ccc2c(c1)nc(NCCN1CCOCC1)c1nncn12	2	7	1.8	0	107
37	CC(O)CCC(=O)NNC1=CC(=O)CC(C)(C)C1 (stereo not given)	64*	-4	-1.2	0	105
38	O=c1[nH]c2ccccc2nc1-c1c[nH]c2ccccc12	31	-11	-0.5	20	109
39	COc1ccc(-c2nn(CCC#N)cc2C(=O)Nc2ccccn2)cc1OC	.	15	-1.6	-6	97
40	CC1CN(C(=O)Nc2cccc(Cl)c2)C2(CCCCCC2)O1 (stereo not given)	-26	3	-2.7	2	101
41	O=C(NC(=S)Nc1ccc(S(=O)(=O)Nc2ncccn2)cc1)c1cccc(Br)c1	5	-6	-3.5	10	99
42	S=C(Sc1ccc(Cl)cc1)Sc1ccc(Cl)cc1	22	-18	-5.7	-1	101
43	O=C(O)C1CCCCC1C(=O)Nc1ccccc1C(=O)N1CCN(c2ccc(F)cc2)CC1 (stereo not given)	2	4	-2.3	-9	97
44	CC1Cc2ccccc2N1CC(=O)NCc1ccccc1Cl (stereo not given)	0	-1	-3.1	-32	103
45	CCOC(=O)C(CCCOc1ccccc1)C(=O)OCC	-4	4	-5.3	-10	43*[inhibitor]
46	O=C(N/N=C/C=C/c1ccco1)/C(=C/c1ccccc1)NC(=O)c1ccccc1	1	28	-3.0	-7	106
47	COC(=O)c1ccc(NC(=O)CCNS(=O)(=O)c2cccc3nonc23)cc1	-18	6	-3.9	4	105

No.	IDE act	VIM-2 inhibitor	HCV NS3 hel inh	pCIP destab
29	5	-2.3	4	-1
30	0	-3.8	4	-8
31	5	0.0	-6	3
32	0	-0.1	-2	4
33	1	-5.2	8	-3
34	0	-4.8	5	-9
35	6	3.1	1	-7
36	5	-1.8	-3	3
37	.	-2.7	-3	-26
38	1	-0.2	-8	4
39	4	-1.7	5	-5
40	5	-2.1	2	-9
41	-8	-4.5	9	1
42	.	-5.3	16	-15
43	7	-1.5	-1	-3
44	3	-6.2	-4	-5
45	-3	1.6	2	-12
46	-1	-5.3	36*	-8
47	0	-2.4	13	-2
